KCNK9 inh = blocks the human KCNK9 two-pore domain potassium channel | Q9NPC2 | HEK293 KCNK9, FluxOR thallium flux fluorescence; stronger effect = lower value | B-score at 10 µM | actives 1.2% (n = 310,000) | AID 488922;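 active = ratio B-score over 3 SD below the library mean, with starting fluorescence within 5 SD of its mean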;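 also: negative B-score means less thallium flux so channel inhibition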
TMEM16A inh = inhibitors of mouse TMEM16A calcium-activated chloride channel. actives 1.2% (n = 310,000). AID 588511. HEK293 TMEM16A/YFP iodide influx fluorescence, ionomycin. normalized B-score (activity score, 25-100; higher = stronger inhibition) at 10 µM;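 active = ratio plate-corrected score three or more library SD toward inhibition, starting fluorescence score within five deviations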;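 also: score derived from kinetic fluorescence span divided by baseline fluorescence per well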
TMEM16A act = activators or potentiators of mouse TMEM16A chloride channel; HEK293 TMEM16A/YFP-H148Q/I152L, iodide quench fluorescence; stronger effect = lower value; B-score at 10 µM; actives 0.3% (n = 340,000); AID 623877;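 active = fluorescence-ratio B-score plate-corrected deviation score at least 3 library SD below zero, with starting fluorescence score within 5 deviations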;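 also: channel opened by trigger with iodide after compound preincubation; score built on the fluorescence ratio of max minus min over baseline; more negative score means more quench and so TMEM16A activation or potentiation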
Dyrk1A ADPGlo = Dyrk1A (rat) kinase inhibition; ADP-Glo luminescence, NFATc1 peptide; inhibition, % at 12.5 µM; actives 0.43% (n = 310,000); AID 504441; in the data active = inhibition above about 50%;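 also: plate controls were vehicle with enzyme for no effect and no enzyme for full effect; many of its hits are not listed in these tables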
KCNQ1 act = human KCNQ1 channel potentiation or activation; B-score at 10 µM; AID 2648; actives 0.35% (n = 310,000); CHO-K1 KCNQ1, thallium flux FluxOR fluorescence; stronger effect = higher value; P51787;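 active = fluorescence ratio B-score, a plate-corrected score, at least three library SD, with initial intensity B-score within 5 SD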
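Assay system: CHO-K1 cells stably expressing KCNQ1. Medium: assay buffer for compound exposure, DMSO matched across wells. Timing: 37 °C overnight plating, 90-min dark dye load, 20-min compound pretreatment. Signal: kinetic FluxOR fluorescence, 10 s baseline plus 110 s post-stimulus.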
TRPC4 act = opens the mouse TRPC4 cation channel. Q9QUQ5. HEK293 TRPC4beta/mu-opioid, Fluo4 calcium fluorescence; stronger effect = higher value. B-score at 10 µM. actives 0.49% (n = 310,000);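 active = B-score above 5 SD of library B-scores, and initial fluorescence ratio not above library mean plus 5 SD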;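 also: positive B-score marks a calcium rise read as TRPC4 activation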
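System – HEK293 cells stably co-expressing mouse TRPC4beta and mu-opioid receptor · Signal – Fluo4 calcium-sensitive dye fluorescence, kinetic, 1 Hz baseline · Benchmarks – buffer (low) and maximal DAMGO (high) · Read-out – B score of integrated fluorescence ratio per well · Incubation – dye loading 45 min room temperature, 110 s kinetic read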
KCNQ1 inh = inhibitors of human KCNQ1 potassium channel; P51787; CHO-K1 KCNQ1, FluxOR thallium flux fluorescence; stronger effect = higher value; B-score at 10 µM; actives 1.3% (n = 310,000);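 active = compounds whose thallium flux B-score, printed positive for inhibition, exceeds three library SD while starting fluorescence stays within three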;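 also: channel opened by potassium depolarization with thallium stimulus after 20 min compound exposure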
HDAC3 inh = inhibitors of human histone deacetylase 3. O15379. recombinant HDAC3, fluorogenic peptide/trypsin coupled, fluorescence. inhibition, % at 8.3 µM. actives 0.15% (n = 320,000); in the data active = inhibition above about 26%, passing the limit was not always enough; inconclusive = no clear call, values can overlap the other calls
hERG protect = hERG (human) protection from proarrhythmic block; Q12809; CHO-hERG, FluxOR thallium flux, dofetilide IC70 present; activation (rescue from dofetilide block), less the hit threshold, % at 10 µM; actives 0.51% (n = 310,000); AID 1511;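 active = activation above the mean of controls blocked by dofetilide plus 5 SD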;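 also: thallium influx through hERG after potassium depolarization seen as dye fluorescence rise; in these data hits start at about 4.7%; inactives centre near -7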
Target sequence (Q12809 whole entry, looked up): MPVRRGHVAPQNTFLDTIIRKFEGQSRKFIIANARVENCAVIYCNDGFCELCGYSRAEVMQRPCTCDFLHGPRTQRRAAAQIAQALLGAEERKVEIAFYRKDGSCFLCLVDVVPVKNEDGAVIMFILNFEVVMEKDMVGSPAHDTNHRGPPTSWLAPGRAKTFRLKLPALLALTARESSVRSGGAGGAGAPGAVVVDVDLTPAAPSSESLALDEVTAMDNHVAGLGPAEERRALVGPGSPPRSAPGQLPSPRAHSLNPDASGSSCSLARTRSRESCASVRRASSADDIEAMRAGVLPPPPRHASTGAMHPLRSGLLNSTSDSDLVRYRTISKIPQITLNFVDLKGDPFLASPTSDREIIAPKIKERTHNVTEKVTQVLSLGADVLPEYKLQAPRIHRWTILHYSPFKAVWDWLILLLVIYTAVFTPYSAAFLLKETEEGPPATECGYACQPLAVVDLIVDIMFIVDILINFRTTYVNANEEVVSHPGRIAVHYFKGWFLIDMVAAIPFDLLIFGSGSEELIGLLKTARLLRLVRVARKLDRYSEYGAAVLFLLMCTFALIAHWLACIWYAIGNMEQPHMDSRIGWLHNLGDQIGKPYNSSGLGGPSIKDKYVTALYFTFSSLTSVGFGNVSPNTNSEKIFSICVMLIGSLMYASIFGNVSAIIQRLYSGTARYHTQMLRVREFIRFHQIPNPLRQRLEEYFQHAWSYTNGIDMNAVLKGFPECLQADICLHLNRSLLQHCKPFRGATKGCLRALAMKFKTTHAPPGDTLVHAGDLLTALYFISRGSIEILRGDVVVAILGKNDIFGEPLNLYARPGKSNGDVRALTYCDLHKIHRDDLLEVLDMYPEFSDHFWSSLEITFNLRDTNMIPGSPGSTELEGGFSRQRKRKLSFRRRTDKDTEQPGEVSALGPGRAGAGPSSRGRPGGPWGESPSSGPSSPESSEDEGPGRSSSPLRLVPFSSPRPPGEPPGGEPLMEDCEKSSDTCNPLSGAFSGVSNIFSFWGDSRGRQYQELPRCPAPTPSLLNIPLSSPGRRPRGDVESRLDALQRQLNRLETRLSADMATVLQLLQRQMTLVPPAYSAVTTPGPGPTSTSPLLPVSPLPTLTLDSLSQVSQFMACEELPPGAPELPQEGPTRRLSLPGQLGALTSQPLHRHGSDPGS
KCNK3 block = human KCNK3 channel inhibition, primary screen | CHO-KCNK3 thallium flux, FluxOR fluorescence; stronger effect = lower value | B-score at 10 µM | actives 0.84% (n = 340,000) | O14649;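 active = B-score under library mean minus 4 SD, starting fluorescence ratio at most library mean plus 5 SD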;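 also: more negative B-score means stronger inhibition of thallium flux through KCNK3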
TRPC4 potent = allosteric potentiators of mouse TRPC4 channel; Q9QUQ5; HEK293 TRPC4beta/mu-opioid, DAMGO EC20, Fluo-4 Ca2+ flux; stronger effect = higher value; B-score at 10 µM; actives 0.42% (n = 310,000); AID 2227;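 active = B-score of calcium response area above 5 SD of library B-scores, with initial fluorescence ratio within 5 SD of library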;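 also: B-score of integrated fluorescence ratio over time as area under calcium response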
The depositor's hits bear a star; i = inactive; ? = inconclusive; . = not tested or not shown. These rows are one share of the data, so the mix of outcomes need not match the whole.

SMILES	KCNK9 inh	TMEM16A inh	TMEM16A act	Dyrk1A ADPGlo	KCNQ1 act	TRPC4 act	KCNQ1 inh	HDAC3 inh	hERG protect	KCNK3 block	TRPC4 potent
COc1ccc(C)c2sc(NNC(=O)COc3ccccc3)nc12	i	i	.	.	i	i	i	-5	-14	.	i
CC(=O)Nc1cccc(C(=O)OCC(=O)NC(=O)Cc2ccccc2)c1	i	i	i	18	i	i	i	-1	-14	i	i
Fc1cccc(Nc2nc(N3CCOCC3)nc(N3CCOCC3)n2)c1	i	i	i	-1	i	i	i	-4	-12	i	i
Cn1c(=O)cc(OCCCC(=O)Nc2ccc3c(c2)OCCO3)c2ccccc21	i	i	i	-2	i	i	i	-3	-15	i	i
COc1ccc(-c2nnn(CC(=O)Nc3sc4c(c3C#N)CCCC4)n2)cc1	i	i	i	1	i	i	i	4	-7	i	i
Cc1nn(-c2ccc(F)cc2)c(C)c1CN1CCN(CCC(C)C)C(CCO)C1 (stereo not drawn)	i	i	i	10	i	i	i	-13	-12	i	i
COc1ccc(Cl)cc1N(CC(=O)Nc1ccc2c(c1)OCCO2)S(C)(=O)=O	i	i	i	-5	i	i	i	-1	-19	i	i
Cc1cc(C)cc(OCC(=O)N/N=C/c2ccccn2)c1	i	i	i	-10	i	i	i	0	-12	i	i
COc1cccc(N2CC(NC(=O)c3ccc4ccccc4c3)CC2=O)c1 (stereo not drawn)	i	i	i	-11	i	i	i	3	-15	i	i
CCCCSc1nc2sc3c(c2c(=O)n1-c1ccc(OC)cc1)CCN(C)C3	i	.	i	-1	i	i	i	.	-10	i	i
CCCS(=O)(=O)c1nc(S(=O)(=O)c2ccc(C)cc2)c(N2CCc3ccccc3C2)s1	i	i	i	-8	i	i	i	5	-7	i	i
COc1ccc(-n2nnc3c(SCC(=O)Nc4ccccc4F)ncnc32)cc1	i	i	i	.	i	i	i	-6	-10	i	i
Cc1nnsc1NC(=O)OCC(C)C	i	i	i	-4	i	i	i	1	-8	i	i
Cc1ccc2nc(N3CCN(C(=O)c4ccco4)CC3)sc2c1	i	i	i	18	i	i	i	2	-11	i	i
Cc1ccc(-n2c(-c3cccnc3)n[nH]c2=S)c(C)c1	i	i	i	3	i	i	i	?	-4	i	i
CCOCCc1nnc(NC(=O)C2CC(=O)N(CCc3ccc(F)cc3)C2)s1 (stereo not drawn)	i	i	i	1	i	i	i	-1	-4	i	i
CCNC(=S)Nc1ccc(C)c(S(=O)(=O)Nc2ccccc2OC)c1	i	i	i	.	i	i	i	-4	-19	i	i
O=C(COC(=O)c1ccc(Cl)c(S(=O)(=O)N2CCCCC2)c1)NCc1ccco1	i	i	i	-1	i	i	i	-13	-24	i	i
Nc1nc(SC2c3cccc4cccc(c34)C2NS(=O)(=O)c2ccccc2)n[nH]1 (stereo not drawn)	i	i	i	12	i	i	i	0	-5	i	i
CC(C)[C@H](N)c1nnc(SCC(=O)c2ccc(Cl)cc2)o1	i	i	i	6	i	i	i	3	-4	i	i

Entries of single compounds from above. Order of screens: KCNK9 inh	TMEM16A inh	TMEM16A act	Dyrk1A ADPGlo	KCNQ1 act	TRPC4 act	KCNQ1 inh	HDAC3 inh	hERG protect	KCNK3 block	TRPC4 potent
CCCCSc1nc2sc3c(c2c(=O)n1-c1ccc(OC)cc1)CCN(C)C3 in the list: i	.	i	-1	i	i	i	.	-10	i	i
COc1cccc(N2CC(NC(=O)c3ccc4ccccc4c3)CC2=O)c1 (stereo not drawn) in the list: i	i	i	-11	i	i	i	3	-15	i	i

Next section:
SMILES	KCNK9 inh	TMEM16A inh	TMEM16A act	Dyrk1A ADPGlo	KCNQ1 act	TRPC4 act	KCNQ1 inh	HDAC3 inh	hERG protect	KCNK3 block	TRPC4 potent
CN(c1cccc(NC(=O)CN(c2ccc(F)cc2)S(C)(=O)=O)c1)S(C)(=O)=O	i	i	i	3	i	i	i	-5	-10	i	i
CC(C)c1ccc(C2C(C#N)=C(N)N3C(=C2C#N)Sc2ccccc23)cc1 (stereo not drawn)	i	i	.	.	i	i	i	-2	-6	.	i
C=CCc1ccc(OCC(O)CN2CCN(c3ccccc3)CC2)c(OC)c1 (stereo not drawn)	i	i	i	-5	i	i	i	2	-6	i	i
Cc1coc2cc3oc(=O)c(CCC(=O)NCCCn4ccnc4)c(C)c3cc12	i	i	i	12	i	i	i	-2	-9	i	i
CS(=O)(=O)N1CCN(c2ccc([N+](=O)[O-])c(NCCN3CCOCC3)c2)CC1	i	i	i	1	i	i	i	0	-14	i	i
CC(=O)Nc1ccccc1NC(=O)c1ccc(C)c(C)c1	i	i	i	-3	i	i	i	6	-7	i	i
O=C1NC(=S)N/C1=C/c1cccc([N+](=O)[O-])c1O	i	i	i	11	i	i	i	2	-4	i	i
O=C(CN1CCCCCC1)Nc1ccc(Cl)cn1	i	i	i	3	i	i	i	5	-9	i	i
CC(C)(C)OC(=O)C1C(=O)CC(C)(O)C(C(=O)OC(C)(C)C)C1c1ccco1 (stereo not drawn)	i	i	i	2	i	i	i	13	0	i	i
C=CCN(CC=C)c1cnn(-c2nc3ccccc3[nH]2)c(=O)c1Cl	i	i	i	0	i	i	i	-2	-6	i	i
CC(NC(=O)NCC1CCCO1)(C(F)(F)F)C(F)(F)F (stereo not drawn)	i	i	i	2	i	i	i	-5	-13	i	i
COC(=O)c1sc(NC(=O)c2ccc(OC)cc2OC)nc1C	i	i	i	-2	i	i	i	-4	-11	i	i
N#CC1=C(N)Oc2cc(Nc3ccccc3)ccc2C1c1ccncc1 (stereo not drawn)	-6.8*	i	i	7	i	i	i	8	-13	-8.8*	i
CCC(=O)Nc1nnc(SCC(=O)c2ccc3c(c2)Cc2ccccc2-3)s1	i	i	i	0	i	i	i	2	-4	i	i
COC(=O)c1cn(-c2ccccc2)nc1C(=O)OC	i	i	i	-8	i	i	i	-2	-9	i	i
COc1ccccc1CNC(=O)c1ccc(CS(=O)Cc2cccc(Cl)c2)o1 (stereo not drawn)	i	i	i	-5	i	i	i	5	-16	i	i
COc1ccc(N(C)S(=O)(=O)c2cccc(C(=O)OC(C(=O)Nc3cc(C)cc(C)c3)c3ccccc3)c2)cc1 (stereo not drawn)	i	i	i	2	i	i	i	-6	-10	i	i
CCCCNC(=O)c1c[nH]c2ccc(S(=O)(=O)Nc3ccc(OCC)cc3)cc2c1=O	i	i	i	1	i	i	i	-1	-2	i	i
COc1cccc(CN(C)C(=O)c2ccc(NS(=O)(=O)c3ccc(F)cc3)cc2)c1OC	i	i	i	1	i	i	i	-2	-14	i	i
CC1(C(=O)c2ccccc2)C2c3c(ccc4ccccc34)OC(=O)C21C(=O)N1CCOCC1 (stereo not drawn)	i	i	i	-6	i	i	i	3	-9	i	i

Reformatted with values under each structure: part of the list above
Under each structure – KCNK9 inh, TMEM16A inh, TMEM16A act, Dyrk1A ADPGlo, KCNQ1 act, TRPC4 act, KCNQ1 inh, HDAC3 inh, hERG protect, KCNK3 block, TRPC4 potent
COc1ccc(N(C)S(=O)(=O)c2cccc(C(=O)OC(C(=O)Nc3cc(C)cc(C)c3)c3ccccc3)c2)cc1 (stereo not drawn)
 : i, i, i, 2, i, i, i, -6, -10, i, i
CCCCNC(=O)c1c[nH]c2ccc(S(=O)(=O)Nc3ccc(OCC)cc3)cc2c1=O
 : i, i, i, 1, i, i, i, -1, -2, i, i
COc1cccc(CN(C)C(=O)c2ccc(NS(=O)(=O)c3ccc(F)cc3)cc2)c1OC
 : i, i, i, 1, i, i, i, -2, -14, i, i
CC1(C(=O)c2ccccc2)C2c3c(ccc4ccccc34)OC(=O)C21C(=O)N1CCOCC1 (stereo not drawn)
 : i, i, i, -6, i, i, i, 3, -9, i, i

Following part
SMILES	KCNK9 inh	TMEM16A inh	TMEM16A act	Dyrk1A ADPGlo	KCNQ1 act	TRPC4 act	KCNQ1 inh	HDAC3 inh	hERG protect	KCNK3 block	TRPC4 potent
O=C(CSCc1c(Cl)cccc1Cl)NN1C(=O)c2ccccc2C1=O	i	i	i	0	i	i	i	-1	-5	i	i
O=C(Nc1ccc2nc(-c3ccco3)c(-c3ccco3)nc2c1)N1CCN(c2ccccn2)CC1	i	i	i	-4	i	i	i	.	-19	i	i
CCOc1ccc(C(=O)NCCC(=O)N2CCC3(CC2)NCCc2[nH]cnc23)cc1OCC	i	i	i	9	i	i	i	-16	-5	i	i
COc1cccc(CN2CC(O)=C(c3nc(-c4ccc(Cl)cc4)cs3)C2=N)c1	i	i	i	2	i	i	i	0	-6	i	i
CCSc1nnnn1-c1ccccc1	i	i	i	5	i	i	i	-9	-8	i	i
Brc1cccc(-c2cnco2)c1	i	i	i	-4	i	i	i	-2	-6	i	i
O=C(NCCc1ccccc1)c1n[nH]c2ccccc12	i	i	i	23	i	i	i	1	-17	i	i
N#Cc1c(N)c(C(=O)c2ccc(Br)cc2)n2c1CCC2	i	i	i	3	i	i	i	4	1	i	i
Cc1ccc2nc(S(=O)(=O)O)[nH]c2c1	i	i	i	2	i	i	i	-7	-8	i	i
COc1ccc(C(C#N)(CC(=O)O)c2cnccn2)cc1OC (stereo not drawn)	i	i	i	-2	i	i	i	-1	-8	i	i
Cc1nn(-c2ccccc2)c(Cl)c1/C=N/NC(N)=O	i	i	i	10	i	i	i	2	-8	i	i
N#Cc1ccccc1NC(=O)CN1C(=O)NC2(CCCC2)C1=O	i	i	i	-11	i	i	i	-1	-13	i	i
C/C=C1\COC(C(=O)NCc2ccccc2)(C(F)(F)F)C=C1C=C(C)C (stereo not drawn)	i	100*	i	8	i	i	i	0	-12	i	i
CN(Cc1cccs1)C(=O)COC(=O)CNC(N)=O	i	i	i	-3	i	i	i	-3	-4	i	i
COc1ccc2c(c1)CC(C1(O)C(=O)N(C)c3ccccc31)C2=O (stereo not drawn)	i	i	i	2	i	i	i	11	-2	i	i
CCOC(=O)c1[nH]c2ccc(Cl)cc2c1NC(=O)/C=C/c1ccc2c(c1)OCO2	i	i	i	11	i	i	i	3	-10	i	i
CC(C)c1cc(C(=O)Nc2cccnc2)no1	i	i	i	-2	i	i	i	-1	-7	i	i
COc1ccc(S(=O)(=O)N(C)C2CCN(C)CC2)cc1	i	i	i	-5	i	i	i	.	-11	i	i
OCCCNc1nc(-c2ccc(Cl)cc2)nc2ccccc12	i	i	-6.3*	21	i	i	i	3	-7	i	i
CCNC(=S)NNC(=O)c1cccc(Br)c1	i	i	i	-10	i	i	i	7	-7	i	i

Screening data from PubChem BioAssay.
